High-throughput results as filed in PubChem BioAssay.
Pol kappa inh = inhibitors of human DNA polymerase kappa | 400,000 compounds, 0.53% hits | Potency, µM (titrated, usually from 107 µM), for the others: at the top dose activity, negative = inhibition, actives largely listed as inhibitors | purified Pol kappa, fluorescent DNA synthesis assay, 10 min | Q9UBT6; note: potency is the fitted concentration of half-maximal effect; % is set by controls: 0 for no effect and ±100 for the full control effect
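Inhibition of 10 nM Pol kappa is measured by a fluorescent read-out at 0 and 10 min following addition of 50 nM substrate (final), with a 15-min room-temperature compound preincubation.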
POLI inh = blocks human DNA polymerase iota activity; Q9UNA4; Pol iota fluorescent replication assay, 10 min; Potency, µM (titrated, usually from 115 µM), for the others: top-dose activity, negative = inhibition, usual class: inhibitors; 390,000 compounds, 1% hits; note: potency is the fitted concentration of half-maximal effect
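Fluorescent replication assay read twice, at 0 min and 10 min after adding 50 nM (final) substrate. Enzyme (10 nM) and compounds were first incubated 15 min at room temperature; enzyme-free buffer wells were negative controls.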
Pol beta inh = DNA polymerase beta (human) inhibition; P06746; Pol beta primer extension/strand displacement, fluorescence kinetic; Potency, µM (doses to about 114 µM), without a hit: at the highest dose activity change, negative = inhibition, hits mostly inhibitors; 340,000 compounds, 1.3% hits; AID 485314; note: potency is the fitted concentration of half-maximal effect; % is set by controls: 0 for no effect and ±100 for the full control effect
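Preincubation: enzyme (10 nM) with compound, 15 min, RT. Reaction: substrate added to 50 nM final. Reads: 0 and 10 min. Analysis: normalized, Hill fit.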
Anesthetic bind = binds horse apoferritin like a general anesthetic. apoferritin/1-aminoanthracene competitive binding, fluorescence. Potency, µM (top dose mostly 77.5 µM), inactives show at the top dose activity change, negative = displacement, usual class: inhibitors. 350,000 compounds, 0.074% hits; note: potency is the fitted concentration of half-maximal effect; % is set by controls: 0 for no effect and ±100 for the full control effect; nearly all actives have a fitted effect of over 20% in size
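Probe: 1-aminoanthracene (50% saturated, PBS). Protein: horse-spleen apoferritin, 10 uM. Incubation: 10 min, room temperature. Detection: 380 nm excitation, 535 nm emission. Analysis: normalized response, four-parameter Hill.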
BLM helicase inh = inhibitors of human Bloom syndrome helicase BLM; P54132; recombinant BLM DNA unwinding, fluorescence dequenching; Potency, µM (top dose mostly 56.1 µM), without a hit: at the top dose activity change, negative = inhibition, most hits filed as inhibitors; 350,000 compounds, 0.2% hits;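 note: potency is the fitted concentration of half-maximal effect; plate controls were vehicle for no effect and no enzyme for full effect; nearly all actives have a fitted effect of over 35% in size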
Target sequence (P54132 whole entry, looked up): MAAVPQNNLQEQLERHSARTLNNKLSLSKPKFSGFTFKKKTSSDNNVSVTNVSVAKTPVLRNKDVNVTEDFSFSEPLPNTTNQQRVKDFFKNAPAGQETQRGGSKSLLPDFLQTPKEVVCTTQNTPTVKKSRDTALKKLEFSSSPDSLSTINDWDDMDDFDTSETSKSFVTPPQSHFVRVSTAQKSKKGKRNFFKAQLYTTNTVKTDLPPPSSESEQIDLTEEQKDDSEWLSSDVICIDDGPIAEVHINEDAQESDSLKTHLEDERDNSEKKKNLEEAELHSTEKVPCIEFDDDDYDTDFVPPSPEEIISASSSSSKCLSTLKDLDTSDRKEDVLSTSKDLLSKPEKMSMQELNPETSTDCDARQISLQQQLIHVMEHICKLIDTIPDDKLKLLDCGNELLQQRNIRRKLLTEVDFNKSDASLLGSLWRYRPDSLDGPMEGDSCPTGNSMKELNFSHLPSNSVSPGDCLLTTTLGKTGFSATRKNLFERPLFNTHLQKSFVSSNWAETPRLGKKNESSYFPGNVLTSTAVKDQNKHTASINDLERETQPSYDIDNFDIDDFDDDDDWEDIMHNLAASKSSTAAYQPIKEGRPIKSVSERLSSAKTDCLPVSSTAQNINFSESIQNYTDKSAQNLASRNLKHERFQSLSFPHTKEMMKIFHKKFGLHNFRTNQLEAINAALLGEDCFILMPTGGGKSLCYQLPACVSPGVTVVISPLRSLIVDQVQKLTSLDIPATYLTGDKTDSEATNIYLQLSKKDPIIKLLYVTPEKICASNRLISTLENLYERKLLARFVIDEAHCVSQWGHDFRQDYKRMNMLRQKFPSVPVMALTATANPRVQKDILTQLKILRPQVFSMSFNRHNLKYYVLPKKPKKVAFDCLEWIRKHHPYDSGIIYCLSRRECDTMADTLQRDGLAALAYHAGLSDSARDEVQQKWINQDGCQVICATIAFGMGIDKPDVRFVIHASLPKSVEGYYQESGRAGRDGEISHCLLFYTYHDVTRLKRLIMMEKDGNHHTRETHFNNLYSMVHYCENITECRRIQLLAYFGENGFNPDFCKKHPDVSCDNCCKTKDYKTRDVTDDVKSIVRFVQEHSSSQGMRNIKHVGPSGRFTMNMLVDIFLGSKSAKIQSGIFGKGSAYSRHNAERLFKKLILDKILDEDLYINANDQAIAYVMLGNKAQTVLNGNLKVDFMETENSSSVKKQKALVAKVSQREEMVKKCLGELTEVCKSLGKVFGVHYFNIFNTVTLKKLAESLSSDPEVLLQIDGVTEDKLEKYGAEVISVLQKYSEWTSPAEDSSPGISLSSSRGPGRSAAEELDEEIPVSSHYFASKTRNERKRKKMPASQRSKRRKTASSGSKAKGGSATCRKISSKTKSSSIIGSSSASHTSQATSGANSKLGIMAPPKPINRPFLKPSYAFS
12-LOX inh = blocks human arachidonate 12S-lipoxygenase | P18054 | purified 12hLO, xylenol orange hydroperoxide absorbance | Potency, µM (top dose mostly 108 µM), for the others: at the top dose activity change, negative = inhibition, usual class: inhibitors | 580,000 compounds, 1.1% hits; note: potency is the fitted concentration of half-maximal effect; % is set by controls: 0 for no effect and ±100 for the full control effect
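Purified human 12hLO at 150 nM in 25 mM Hepes, 0.01% Triton X-100, pH 7.0, preincubated 15 min at room temperature with compound. Reaction started with 40 uM arachidonic acid, 30 min at room temperature. Hydroperoxide measured by Fe-xylenol orange, 573/405 nm absorbance ratio.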
ERG-DNA inh = inhibitors of human ERG Ets domain-DNA interaction | fluorescence polarization, His-ERG Ets domain / labelled DNA | Potency, µM (series often up to 76.9 µM), for inactives: at the top dose FP activity, negative = inhibition, most hits filed as inhibitors | 370,000 compounds, 0.028% hits; active = well fitted inhibition curve with a large enough effect in the polarisation, with a control signal flat; inconclusive = small, poorly fitted or top-dose-only effect, or effect the other way, or a change in a side signal; inactive = no such curve, though single readings can be large or run the other way; the % refers to the polarisation;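 note: polarization taken with two DNA probes labelled with fluorescein and Texas red; potency is the fitted concentration of half-maximal effect; % of control where 0% means no effect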
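His-tagged ERG Ets domain (1 uM in the protein solution; 300mM KCl, 50mM Tris-HCl, 1mM EDTA, 1mM DTT, pH 7.5) received compound, then a probe mix of 5 nM fluorescein-DNA and 100nM Texas-615-DNA. Fluorescence polarization was read for both dyes.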
TRHR agonist = agonists of human TRH receptor | P34981 | 360,000 compounds, 0.18% hits | AID 493084 | TRHR cells, calcium flux fluo-8, FDSS agonist mode | activation, % at 2 µM; in the data active = activation above about 30%; note: 0% is about no effect
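TRHR-expressing cells loaded with fluo-8 calcium dye; 23 nL library compound pin-transferred, kinetic FDSS fluorescence (Ex 480/Em 530) recorded about 180 s for agonist-induced calcium release, before a 10 nM TRH EC20 addition for potentiator mode.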
APE1 inh = inhibitors of human APE1 endonuclease; recombinant APE1, TAMRA/BHQ-2 abasic DNA cleavage fluorescence; Potency, µM (series often up to 65.8 µM), for the others: top-dose activity change, negative = inhibition, usual class: inhibitors; 350,000 compounds, 0.35% hits; AID 2517;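 note: potency is the fitted concentration of half-maximal effect; plate controls were vehicle for no effect and reference inhibitor for full effect; nearly all actives have a fitted effect of over 55% in size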
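Kinetic fluorescence read (525 ex/598 em nm, three reads 60 s apart) of AP-site incision; signal = third minus first read. Enzyme 0.75 nM, dual-labelled THF duplex 50 nM, compound preincubation 15 min RT.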
* = called active by the depositor; [ ] = another dose, or the depositor's remark. Unless noted, calls come from the whole dose curve; as a rule, active = well fitted curve in the direction sought with a large enough effect; inconclusive = small, poorly fitted or top-dose-only effect, or another doubt; inactive = no such curve, though single readings can be large; an effect the other way counts as inactive or inconclusive. A portion of the library; the hit share may differ from the screen's.

Screening CC(C)[C@H](NC(=O)c1ccccc1)C(=O)OCC(=O)N1CC(=O)Nc2ccccc21 returned Pol kappa inh -7%, POLI inh -2%, Pol beta inh 14%, Anesthetic bind 2%, BLM helicase inh -9%, 12-LOX inh -14%, TRHR agonist -0.4 and APE1 inh 4%.
CCOC(=O)c1ccccc1NC(=S)N1CCCCC1 was read as Pol kappa inh -3%, POLI inh 373%[activator], Pol beta inh 1%, Anesthetic bind -4%, BLM helicase inh 5%, 12-LOX inh -1%, ERG-DNA inh 10%, TRHR agonist -2.2 and APE1 inh 0%.
Screening CCN(CC)C(=O)C12CC3CC(CC(Br)(C3)C1)C2 returned Pol kappa inh -5%, POLI inh 11%, Pol beta inh 0%, Anesthetic bind inconclusive, BLM helicase inh 0%, 12-LOX inh 0%, ERG-DNA inh 0%, TRHR agonist -0.3 and APE1 inh 0%.
Screening CSc1c(CC(=O)Nc2ccccc2)n(C)c2ccccc12 returned Pol kappa inh -10%, POLI inh -8%, Pol beta inh inconclusive, Anesthetic bind 3%, BLM helicase inh -3%, 12-LOX inh -20%, ERG-DNA inh -4%, TRHR agonist 0.1 and APE1 inh 13%.
`CN1CCN(/N=C/c2ccc(Cl)c(Cl)c2)CC1` gave Pol kappa inh -3%, POLI inh -13%, Pol beta inh 17%, Anesthetic bind -13%, BLM helicase inh -10%, 12-LOX inh -23%, TRHR agonist 1.9 and APE1 inh 19%.
Screening COc1cccc(CNC(=O)c2cc(-c3ccc(Cl)cc3)n[nH]2)c1 returned Pol kappa inh -17%, POLI inh 8%, Pol beta inh 4%, Anesthetic bind 51%[activator], BLM helicase inh -5%, 12-LOX inh -5%, ERG-DNA inh 3% and TRHR agonist -0.7.
`CC1(C)CC(NC(=S)NCc2ccco2)CC(C)(C)N1` gave Pol kappa inh -7%, POLI inh 1%, Pol beta inh 34%, Anesthetic bind -4%, BLM helicase inh -3%, 12-LOX inh -1%, ERG-DNA inh -1%, TRHR agonist 0.6 and APE1 inh 9%.
`CC(C)(C)C(=O)NC(=S)Nc1cc(C(=O)O)ccc1Cl` gave Pol kappa inh -2%, POLI inh 11%, Pol beta inh 11%, Anesthetic bind -8%, BLM helicase inh -2%, 12-LOX inh inconclusive, ERG-DNA inh 1%, TRHR agonist 0.0 and APE1 inh -4%.
Screening CCCCN(CC)CCCNC(=O)c1nn(-c2ccc(OC)cc2)c(=O)c2c1c1ccccc1n2C returned Pol kappa inh -5%, POLI inh 6%, Pol beta inh 19%, Anesthetic bind 2%, BLM helicase inh 3%, 12-LOX inh -17%, ERG-DNA inh 1% and TRHR agonist 0.3.
For Cc1ccc2c(c1)cc(C)c1nnc(SCC(=O)NCc3ccco3)n12 the results were Pol kappa inh -27%, POLI inh inconclusive, Pol beta inh -13%, Anesthetic bind -13%, BLM helicase inh -9%, 12-LOX inh -13%, TRHR agonist -1.8 and APE1 inh 9%.

Quoted at random: two compounds from above, in no set order.
`CC(C)(C)C(=O)NC(=S)Nc1cc(C(=O)O)ccc1Cl` gave Pol kappa inh -2%, POLI inh 11%, Pol beta inh 11%, Anesthetic bind -8%, BLM helicase inh -2%, 12-LOX inh inconclusive, ERG-DNA inh 1%, TRHR agonist 0.0 and APE1 inh -4%.
Screening CSc1c(CC(=O)Nc2ccccc2)n(C)c2ccccc12 returned Pol kappa inh -10%, POLI inh -8%, Pol beta inh inconclusive, Anesthetic bind 3%, BLM helicase inh -3%, 12-LOX inh -20%, ERG-DNA inh -4%, TRHR agonist 0.1 and APE1 inh 13%.

Remaining list, next part:
CCCCN(CC)CCCNC(=O)c1ccc2c(c1)N(CC)C(=O)c1ccccc1S2(=O)=O was read as Pol kappa inh 6%, POLI inh 10%, Pol beta inh -26%, Anesthetic bind -14%, BLM helicase inh 0%, 12-LOX inh -13%, ERG-DNA inh -13%, TRHR agonist 0.9 and APE1 inh 18%.
For COc1cccc2sc(Nc3nnc(-c4cccs4)o3)nc12 the results were Pol kappa inh -12%, POLI inh -3%, Pol beta inh 1%, Anesthetic bind 44%[activator], BLM helicase inh -11%, 12-LOX inh -3%, ERG-DNA inh -5%, TRHR agonist 1.5 and APE1 inh -5%.
Screening CC12CCC3C(CCC4CC(O)CCC43C)C1CC=C2c1ccccc1 (stereo not drawn) returned Pol kappa inh 13%[60.1 µM], Anesthetic bind -4%, BLM helicase inh -5%, 12-LOX inh 0% and APE1 inh -3%.
Screening Cc1cc(C)n(-c2nncn2/N=C/c2ccccc2F)n1 returned Pol kappa inh -2%, POLI inh 13%, Pol beta inh 12%, Anesthetic bind -8%, BLM helicase inh -2%, 12-LOX inh 43%[activator], ERG-DNA inh 9%, TRHR agonist 0.5 and APE1 inh 10%.
`O=C(CN1CCN(S(=O)(=O)c2ccc(F)cc2)CC1)NCc1cccs1` gave Pol kappa inh 4%, POLI inh 49%[activator], 12-LOX inh 20%, ERG-DNA inh -5%, TRHR agonist 0.3 and APE1 inh 5%.
For CCOC(=O)c1ccc(NC(=O)Cn2cc(S(=O)(=O)Cc3ccccc3F)c3ccccc32)cc1 the results were Pol kappa inh -14%, POLI inh 9%, Pol beta inh 27%, Anesthetic bind -4%, BLM helicase inh -11%, 12-LOX inh inconclusive, ERG-DNA inh 9% and TRHR agonist 0.7.
For C=CCc1cccc(/C=N/c2nc3ccccc3n2CC)c1O the results were Pol kappa inh -2%, POLI inh 9%, Pol beta inh 0%, Anesthetic bind 1%, BLM helicase inh -1%, 12-LOX inh 17%, TRHR agonist 0.2 and APE1 inh -2%.
For COc1ccc(-c2nn(-c3ccccc3)cc2C#N)cc1 the results were Pol kappa inh -9%, POLI inh 13%, Pol beta inh 16%, Anesthetic bind -2%, BLM helicase inh -7%, 12-LOX inh 14%, ERG-DNA inh -4%, TRHR agonist 1.0 and APE1 inh 1%.
CCc1nnc2c(Nc3cc(OC)c(Cl)cc3OC)nc3ccccc3n12 was read as Pol kappa inh 17%, POLI inh 19%, Pol beta inh 6%, Anesthetic bind 0%, BLM helicase inh -1%, 12-LOX inh -61%, ERG-DNA inh 2% and TRHR agonist 0.2.
For CN(C)S(=O)(=O)N1CCN(C(=O)c2ccccc2Cl)CC1 the results were Pol kappa inh -6%, POLI inh 13%, Pol beta inh 17%, Anesthetic bind 3%, BLM helicase inh -4%, 12-LOX inh 1%, TRHR agonist 1.5 and APE1 inh 20%.
For COc1ccc(CNC(=O)c2sc3nc4n(c(=O)c3c2C)CCCCC4)cc1 the results were Pol kappa inh -16%, POLI inh 15%, Pol beta inh inconclusive, Anesthetic bind 216%[activator], BLM helicase inh -8%, 12-LOX inh -18%, ERG-DNA inh -1% and TRHR agonist 15.
For CCCCC(=O)N/N=C/c1cc([N+](=O)[O-])ccc1N1CCOCC1 the results were Pol kappa inh -18%, POLI inh 2%, Pol beta inh 11%, Anesthetic bind -1%, BLM helicase inh -9%, 12-LOX inh 1%, ERG-DNA inh -1%, TRHR agonist -0.1 and APE1 inh 0%.
Cc1cccc(N2CC(C(=O)Nc3ccccc3N3CCOCC3)CC2=O)c1C (stereo not drawn) was read as Pol kappa inh -1%, POLI inh 47%[activator], 12-LOX inh 8%, ERG-DNA inh 5% and APE1 inh -10%.
For CN(C)Cc1nc2c([nH]1)c(=O)n(C)c(=O)n2C the results were Pol kappa inh 2%, POLI inh 1%, Pol beta inh 6%, Anesthetic bind 0%, BLM helicase inh -1%, 12-LOX inh -4%, ERG-DNA inh 3%, TRHR agonist 0.0 and APE1 inh 0%.
`COC(CNC(=O)CNC(=S)N(Cc1ccccc1)Cc1cccs1)OC` gave Pol kappa inh 0%, POLI inh 56%[activator], Pol beta inh 2%, Anesthetic bind -2%, BLM helicase inh -1%, 12-LOX inh 27%, ERG-DNA inh -4%, TRHR agonist 0.0 and APE1 inh 0%.
For Cc1ccc(C)c2sc(NC(=O)c3ccc(N4C(=O)CCC4=O)cc3)nc12 the results were Pol kappa inh -2%, POLI inh inconclusive, Pol beta inh 28%, Anesthetic bind 5%, BLM helicase inh 1%, 12-LOX inh 21%, ERG-DNA inh -1%, TRHR agonist 0.3 and APE1 inh 15%.
For CCOC(=O)c1cccc(NC(c2nnc(-c3ccccc3)o2)c2ccccc2F)c1 (stereo not drawn) the results were Pol kappa inh 0%, POLI inh -21%, Pol beta inh 18%, Anesthetic bind 5%, BLM helicase inh -11%, 12-LOX inh -1%, ERG-DNA inh 3% and TRHR agonist 0.0.
For COCc1cc(=O)[nH]c(Sc2c(-c3ccccc3)c3ccc(Cl)cc3[nH]c2=O)n1 the results were Pol kappa inh 7%, POLI inh 8%, Pol beta inh 0%, Anesthetic bind -3%, BLM helicase inh 0%, 12-LOX inh -23%, ERG-DNA inh 4%, TRHR agonist -1.0 and APE1 inh 4%.
For Cc1ccc(CNC(=O)C2CCCN2S(=O)(=O)c2ccc(Cl)cc2)cc1 (stereo not drawn) the results were Pol kappa inh -1%, POLI inh -2%, Pol beta inh 6%, Anesthetic bind -16%, BLM helicase inh -11%, 12-LOX inh 1%, ERG-DNA inh -6%, TRHR agonist -0.4 and APE1 inh 26%.
Screening CCOc1ccc(Nc2c3c(nc4nncn24)CCC3)cc1 returned Pol kappa inh -10%, POLI inh 22%, Pol beta inh 0%, Anesthetic bind -12%, BLM helicase inh -1%, 12-LOX inh -9%, ERG-DNA inh -7% and TRHR agonist -2.3.
Screening Cc1cccnc1NC(=S)NCCc1ccccc1 returned Pol kappa inh 8%, POLI inh 15%, Pol beta inh -11%, Anesthetic bind 0%, BLM helicase inh -3%, 12-LOX inh 7.1µM*, ERG-DNA inh 6%, TRHR agonist -1.3 and APE1 inh 0%.
Screening COc1cc(/C=C2/C(=N)N3C(SC)=NSC3=NC2=O)ccc1OC(=O)c1ccco1 returned Pol kappa inh -15%, POLI inh inconclusive, Pol beta inh 3%, Anesthetic bind -10%, BLM helicase inh -6%, 12-LOX inh inconclusive, ERG-DNA inh 3%, TRHR agonist 0.7 and APE1 inh 14%.
